Assay outcomes as filed in PubChem BioAssay.
All columns: NCI-60 one-dose screen, growth in % after 48 h at 10 µM unless noted; 100 = growth as untreated, 0 = no growth, -100 = all killed.
HOP-92: HOP-92 NSCLC cells. actives 6.3% (n = 71,000). AID 1794738
HOP-62: HOP-62 NSCLC | AID 1794735 | actives 3.9% (n = 80,000)
K-562: K-562 leukemia; actives 7.4% (n = 78,000); AID 1794777
EKVX: EKVX NSCLC. AID 1794765. actives 3% (n = 71,000)
MOLT-4: MOLT-4 leukemia cells; actives 6.9% (n = 80,000); AID 1794779
SR: SR leukemia cells | actives 8.7% (n = 73,000) | AID 1794780
RPMI-8226: RPMI-8226 leukemia cells | actives 7.5% (n = 77,000) | AID 1794781
CCRF-CEM: CCRF-CEM leukemia. actives 7% (n = 77,000)
* hit, by the source's call; x = not tested or not shown. The calls were made as follows: active = growth percent below 10; inactive = the rest. Random draw from the library. About 13% of those tested had a hit in this group.

Start of the listing, in advance:
# | molecule | HOP-92 | HOP-62 | K-562 | EKVX
1 | COc1ccc(/C=N/Nc2nc3ccccc3c(=O)n2-c2ccccc2)cc1OC | 87 | 100 | 95 | 107
2 | O=C(O)/C=C\C(=O)Nc1cccc(O)c1 | 103 | 90 | 102 | 102
3 | Nc1nc2c(N=Nc3ccc(Br)cc3)c(N)nn2c(-c2ccc(Cl)cc2)c1-c1nc2ccccc2s1 | 94 | 95 | 111 | 104
4 | COc1cc(-c2cc(-c3ccccc3)nc(N)c2C#N)cc(OC)c1OC | 91 | 91 | 109 | 96
5 | CCC1SC(N)=NC1=O (stereo unspecified) | x | 114 | 117 | 107
6 | CC1CC(C)(C)OC(c2ccc(C(C)C)cc2)O1 (stereo unspecified) | 100 | 113 | 126 | 112
7 | O=C1c2ccccc2-c2c(Br)c3ccccc3c(=O)n21 | 81 | 115 | 110 | x

# | MOLT-4 | SR | RPMI-8226 | CCRF-CEM
1 | 99 | 104 | 111 | 104
2 | 99 | 96 | 108 | 110
3 | 113 | 110 | 112 | 105
4 | 99 | 96 | 98 | 94
5 | 114 | 76 | 100 | 101
6 | 116 | 117 | 103 | 102
7 | 109 | 98 | 99 | 95

This part in full, previewed entries included:
# | molecule | HOP-92 | HOP-62 | K-562 | EKVX
1 | COc1ccc(/C=N/Nc2nc3ccccc3c(=O)n2-c2ccccc2)cc1OC | 87 | 100 | 95 | 107
2 | O=C(O)/C=C\C(=O)Nc1cccc(O)c1 | 103 | 90 | 102 | 102
3 | Nc1nc2c(N=Nc3ccc(Br)cc3)c(N)nn2c(-c2ccc(Cl)cc2)c1-c1nc2ccccc2s1 | 94 | 95 | 111 | 104
4 | COc1cc(-c2cc(-c3ccccc3)nc(N)c2C#N)cc(OC)c1OC | 91 | 91 | 109 | 96
5 | CCC1SC(N)=NC1=O (stereo unspecified) | x | 114 | 117 | 107
6 | CC1CC(C)(C)OC(c2ccc(C(C)C)cc2)O1 (stereo unspecified) | 100 | 113 | 126 | 112
7 | O=C1c2ccccc2-c2c(Br)c3ccccc3c(=O)n21 | 81 | 115 | 110 | x
8 | O=C(NOCc1cscn1)Nc1ccccc1 | 121 | x | 99 | 98
9 | C=CCn1c(SCC(=O)Nc2ccc(C(=O)/C=C/c3ccccc3)cc2)nnc1-c1ccc(Cl)cc1 | 57 | 48 | 82 | 87
10 | O=S(=O)(Nc1ccc(C2=NCCN2)cc1)c1cccc(S(=O)(=O)Nc2ccc(C3=NCCN3)cc2)c1 | 95 | 103 | 94 | 103
11 | Cc1ccc(S(=O)(=O)N2CCc3ccc(O)c4c3C2Cc2ccc3c(c2-4)OCO3)cc1 (stereo unspecified) | 29 | 34 | 15 | 49
12 | COCCCNc1nc(NC(=O)c2cc(Br)cc(C(F)(F)F)c2)cc(-c2cccnc2)n1 | 58 | 92 | 73 | 96
13 | C=C(C)[C@@H]1CC[C@]2(C(=O)N3CCN(C)CC3)CC[C@]3(C)[C@H](CC[C@@H]4[C@@]5(C)CCC(=O)C(C)(C)[C@@H]5CC[C@]43C)[C@@H]12 | 53 | 86 | 60 | 96
14 | O=c1[nH]c(=S)c2ncn(-c3ccccc3)c2[nH]1 | 106 | 94 | 102 | 98
15 | O=C(c1cccs1)N1CCN(c2ccccc2)CC1 | x | 109 | 97 | 116

# | MOLT-4 | SR | RPMI-8226 | CCRF-CEM
1 | 99 | 104 | 111 | 104
2 | 99 | 96 | 108 | 110
3 | 113 | 110 | 112 | 105
4 | 99 | 96 | 98 | 94
5 | 114 | 76 | 100 | 101
6 | 116 | 117 | 103 | 102
7 | 109 | 98 | 99 | 95
8 | 88 | 89 | x | 90
9 | 76 | 66 | 21 | 85
10 | 99 | 91 | 107 | 106
11 | 11 | 15 | 27 | -12*
12 | 80 | 83 | 66 | 81
13 | 52 | -12* | 78 | x
14 | 125 | 111 | 116 | 118
15 | 105 | 106 | 104 | 107

The list goes on.
# | molecule | HOP-92 | HOP-62 | K-562 | EKVX
16 | COc1cc(C2CC(c3ccccc3)=NN2)ccc1Oc1nc2c(c(=O)n(C)c(=O)n2C)n1C (stereo unspecified) | x | 93 | 95 | 97
17 | Oc1ccc(-c2nnc(CNc3ccc(F)c(Cl)c3)o2)cc1 | 95 | 95 | 95 | 114
18 | Nc1ccc([N+](=O)[O-])cc1Br | 86 | 105 | 102 | 99
19 | CC(=O)OCC1OC(n2cc(C)c(=O)[nH]c2=O)CC1OC(C)=O (stereo unspecified) | 86 | 91 | 94 | 96
20 | COc1ccc(-c2coc3c(CO)c(O)ccc3c2=O)cc1 | 56 | 53 | x | 72
21 | C/C=C\C1=NCCN1CCO | x | 111 | 94 | 131
22 | COC(=O)CCC1=C(CC(=O)OC)C(C)=N/C1=C\c1[nH]c(-c2ccc[nH]2)cc1OC | x | 46 | -3.7* | 62
23 | O=C(N[C@@H]1CCCc2ccccc21)[C@H](CCC(=O)N1CCN(C2CCCCC2)CC1)N1C(=O)[C@@H](N2C(=O)OC[C@@H]2c2ccccc2)[C@H]1/C=C/c1ccccc1 | 2.8* | 61 | 15 | 51
24 | COC(=O)CCC(=O)Nc1cc(Cl)ccc1Cl | 77 | 85 | 104 | 100
25 | COCn1ccnc1C(=O)c1ccco1 | 151 | 111 | 90 | x
26 | OC1CCCSC1 (stereo unspecified) | 104 | 115 | 104 | 110
27 | COc1ccc(-c2nc3sccn3c2-c2ccnc(NCCNS(=O)(=O)c3ccc(OC)cc3)n2)cc1 | 63 | 97 | 57 | x
28 | COc1cc(NC(=O)c2ccc(C)cc2)ccc1C(=O)NC(=S)Nc1ccc(C(=O)O)cc1 | 69 | 83 | x | 85
29 | COc1ccccc1/C(C)=N/n1c(N)nc(SC)c(C#N)c1=O | 94 | 98 | 112 | 94
30 | O=C(O)CSc1ccc(Cl)cc1 | 107 | 91 | 93 | 103

# | MOLT-4 | SR | RPMI-8226 | CCRF-CEM
16 | 84 | 80 | 73 | 75
17 | 80 | 90 | 101 | 82
18 | 105 | 97 | 101 | 101
19 | 95 | 97 | 96 | 91
20 | 91 | 25 | 37 | 45
21 | 95 | 94 | 112 | 106
22 | -6.5* | -25* | -42* | 2.4*
23 | -2.0* | -25* | -14* | 23
24 | 99 | 105 | 94 | 92
25 | 96 | 91 | 99 | 96
26 | 107 | 96 | 105 | 98
27 | 35 | x | 50 | 51
28 | x | x | 83 | 94
29 | 101 | 95 | 104 | 98
30 | 108 | 104 | 96 | 100

(continued)
# | molecule | HOP-92 | HOP-62 | K-562 | EKVX
31 | O=S(=O)(Oc1ccc(-c2cn3ccoc3n2)cc1)c1ccccc1 | 106 | 101 | 96 | 99
32 | Cc1cc(N2CCCC2)nc(NCc2cc(Nc3ccnc4cc(Cl)ccc34)ccc2F)n1 | -14* | -69* | -32* | 11
33 | COc1cccc2occ(/C=N/NC(=S)SC)c(=O)c12 | 85 | 101 | 95 | 97
34 | COC(=O)[C@H](Cc1ccccc1)n1cc(COC(=O)c2cccc3c(=O)c4ccccc4n(Cc4cn([C@@H](Cc5ccccc5)C(=O)OC)nn4)c23)nn1 | 85 | 97 | 114 | 102
35 | CCc1ccc(Nc2cc(C)c3ccc(O)cc3n2)cc1 | 74 | 88 | 20 | x
36 | Cc1cc(C)nc(NS(=O)(=O)c2ccc(Nc3nc(-c4cccc([N+](=O)[O-])c4)cs3)cc2)n1 | 92 | 100 | 98 | 96
37 | COc1cc(-c2nn(C(C)(C)C)cc2-c2ccnc(NCCCNS(=O)(=O)c3ccc(F)cc3)n2)ccc1Cl | 70 | 72 | 40 | 39
38 | Cc1ccc(-c2cc(-c3ccccn3)[nH]c(=O)c2C#N)cc1 | 105 | 94 | 99 | 105
39 | Cc1ccc(Nc2cccc3c2C(=O)c2cccc(Nc4ccc(C)c(S(=O)(=O)O)c4)c2C3=O)cc1S(=O)(=O)O | 69 | 105 | 111 | 117
40 | CC(=O)Nc1ccc(S(=O)(=O)N/N=C/CCc2ccccc2)cc1 | 86 | 103 | 90 | 112
41 | Fc1ccccc1Cc1ccccc1 | 84 | 110 | 101 | x
42 | COc1ccc(C2C(OC)C(=O)N2c2ccc(OC)cc2)cc1 (stereo unspecified) | 139 | 109 | 101 | 97
43 | C#Cc1nc(C(C)=O)cs1 | 111 | 103 | 91 | 103
44 | CC(C)C(C)C(N)C(=O)O (stereo unspecified) | 87 | 90 | 91 | x
45 | Cc1ccc(C2=Nn3c(nnc3-c3ccccc3)SC2)cc1 | x | 27 | 16 | 39

# | MOLT-4 | SR | RPMI-8226 | CCRF-CEM
31 | 97 | 95 | 96 | 97
32 | x | -28* | -44* | -32*
33 | 88 | 99 | 124 | 143
34 | 126 | 117 | 105 | 104
35 | 63 | x | 30 | 69
36 | 95 | 85 | 90 | 94
37 | 49 | 49 | 75 | x
38 | 115 | x | 97 | 96
39 | 97 | 92 | 103 | 104
40 | 89 | x | 94 | 105
41 | 95 | 99 | 100 | 94
42 | 100 | x | 104 | 106
43 | 101 | 100 | 93 | 97
44 | 93 | 94 | 100 | 95
45 | 44 | 14 | 23 | 24

More records.
# | molecule | HOP-92 | HOP-62 | K-562 | EKVX
46 | C/C=C(\C)C(=O)OC1CC[N+]2([O-])CCC(COC(=O)/C(=C/C)CO)C12 (stereo unspecified) | 100 | 96 | 101 | 101
47 | C#CCN(CCCOc1ccc(Cl)cc1Cl)CCCSC(=O)CCCCCN1/C(=C\C=C2/CCCC(/C=C/C3=[N+](CCCCCC(=O)[O-])c4ccccc4C3(C)C)=C2Cl)C(C)(C)c2ccccc21 | 14 | 31 | 1.0* | 62
48 | C/C(=N/O)c1ccc(NC(=O)CSc2nnc(-c3cc(-c4ccc(C)cc4)nc4ccccc34)o2)cc1 | 70 | 86 | 56 | 90
49 | O=C(/C=C/c1ccc(Oc2ccc(Br)cc2)cc1)c1cc2ccccc2oc1=O | 78 | 86 | 99 | 94
50 | COc1nc2ccccc2nc1NN | 83 | 103 | 98 | 96
51 | O=C(O)c1cc(Br)ccc1O | 96 | 105 | 136 | 90
52 | Cc1cc(C)c2cc(C(=O)N3CCN(CCCC4CCCCC4)CC3)[nH]c2c1 | 97 | 98 | 96 | 99
53 | Cn1ncc2c(=O)nc3c(C#N)n[nH]n3c21 | 98 | 90 | 103 | x
54 | c1nc(N2CCCCC2)c2[nH]ccc2n1 | 72 | 120 | 89 | 100
55 | O=[N+]([O-])c1cccc(OCCCOc2ccccc2)c1 | 84 | 109 | 108 | x
56 | O=c1[nH]c(Nc2ccc(S(=O)(=O)O)cc2)nc2nc(Nc3ccc(NC(=S)Nc4ccccc4)cc3)nc(-c3ccc(O)cc3O)c12 | 102 | 109 | 101 | 110
57 | CC(C)(C)n1cc(-c2ccnc(NCCNS(=O)(=O)c3ccc(Br)cc3)c2)c(-c2ccccc2)n1 | x | 96 | 40 | 78
58 | COC(=O)CC(CC(=O)C(=O)OC)C(=O)OC (stereo unspecified) | 102 | 114 | 100 | 98
59 | COc1ccc(-c2cnc3ccccc3n2)cc1 | 87 | 88 | 97 | 88
60 | Cc1ccc(NC(=O)n2ncc3cc(Nc4ncnc5ccccc45)ccc32)cc1Cl | 110 | x | 76 | 97

# | MOLT-4 | SR | RPMI-8226 | CCRF-CEM
46 | 100 | 90 | 94 | 93
47 | -19* | -16* | -23* | -1.6*
48 | 48 | 55 | 62 | 65
49 | x | 101 | 68 | 52
50 | 108 | 95 | x | 103
51 | 122 | 110 | 106 | 106
52 | 97 | 105 | x | 111
53 | 91 | 105 | 87 | 115
54 | 93 | 96 | 98 | 108
55 | 91 | 95 | 99 | x
56 | 91 | 62 | 83 | 94
57 | 62 | 22 | 53 | 76
58 | 101 | x | 113 | 110
59 | 103 | x | 97 | 97
60 | 104 | 58 | 80 | 80

Quoted at random: 4 entries already listed
# | molecule | HOP-92 | HOP-62 | K-562 | EKVX
50 | COc1nc2ccccc2nc1NN | 83 | 103 | 98 | 96
18 | Nc1ccc([N+](=O)[O-])cc1Br | 86 | 105 | 102 | 99
35 | CCc1ccc(Nc2cc(C)c3ccc(O)cc3n2)cc1 | 74 | 88 | 20 | x
31 | O=S(=O)(Oc1ccc(-c2cn3ccoc3n2)cc1)c1ccccc1 | 106 | 101 | 96 | 99

# | MOLT-4 | SR | RPMI-8226 | CCRF-CEM
50 | 108 | 95 | x | 103
18 | 105 | 97 | 101 | 101
35 | 63 | x | 30 | 69
31 | 97 | 95 | 96 | 97

(next part)
# | molecule | HOP-92 | HOP-62 | K-562 | EKVX
61 | COc1ccc(C2CC(c3ccc(N)cc3)=NN2C(=O)c2cc(-c3ccc(Cl)cc3)nc3ccccc23)cc1 (stereo unspecified) | 74 | 89 | 43 | 76
62 | Cc1ccc(C(=O)Nc2cc(-c3ccncc3)cc(C(F)(F)F)c2)cc1C#Cc1cnc2cccnn12 | 32 | 44 | 2.4* | 64
63 | COc1c(F)ccc(C(=O)Nc2ccc3nc(NC(=O)C4CCCNC4)sc3c2)c1F (stereo unspecified) | x | 72 | 63 | 61
64 | C[C@]1(CO)C[C@@H](O)C[C@]2(C)[C@@H]1CC[C@@]13C[C@@H]4[C@@H](C[C@H]12)[C@]4(C)C3 | 103 | 101 | 101 | x

# | MOLT-4 | SR | RPMI-8226 | CCRF-CEM
61 | 95 | 51 | 113 | 92
62 | 31 | -12* | 20 | 30
63 | 74 | 40 | 37 | 77
64 | 108 | 118 | 114 | 116

Full records, looked up by structure. Order of screens: HOP-92, HOP-62, K-562, EKVX, MOLT-4, SR, RPMI-8226, CCRF-CEM
Results for COc1ccc(C2CC(c3ccc(N)cc3)=NN2C(=O)c2cc(-c3ccc(Cl)cc3)nc3ccccc23)cc1 (stereo unspecified) = 74, 89, 43, 76, 95, 51, 113, 92
Results for C[C@]1(CO)C[C@@H](O)C[C@]2(C)[C@@H]1CC[C@@]13C[C@@H]4[C@@H](C[C@H]12)[C@]4(C)C3 = 103, 101, 101, x, 108, 118, 114, 116
